High-throughput results: PubChem BioAssay, National Center for Advancing Translational Sciences (NCATS)
Lipid storage S3 – qHTS Assay for Lipid Storage Modulators in Drosophila S3 Cells. Drosophila S3 cells, BODIPY lipid droplet fluorescence, 18-24 h; cells fed with added oleic acid. lipid storage change, negative = inhibition, % at the top dose, mostly 46.1 µM; hits show Potency in µM. hit rate 0.64% among 320,000. AID 2685; active = well fitted inhibition curve with a large enough effect in the signal ratio, with a control signal flat, not every such curve was filed as active; inconclusive = small, poorly fitted or top-dose-only effect, or effect the other way, or a change in a side signal; the % refers to the signal ratio
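Drosophila S3 cells got compounds at several concentrations plus oleic acid (400 uM solution). Laser-scanning cytometry with 488 nm excitation read lipid droplets at 500-530 nm and cells at 575-640 nm. Percent activity was relative to 20 uM Triacsin C.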
Lipid storage S3 cell count max – recorded beside Lipid storage S3, whose call it bears; cell number change, %; measured here: cell count max response;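 cells counted by Cell Tracker Red CMTPX staining in the red channel; peak over a dose series mostly up to 46.1 µM; percent activity relative to internal control wells on each plate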
Active calls of the source: *; i = inactive; ? = inconclusive; nt = not tested or not shown; [ ] = remark or other dose. % is set by controls: 0 for no effect and ±100 for the full control effect; potency is the fitted concentration of half-maximal effect. These rows are one share of the data, so the mix of outcomes need not match the whole.

Lipid storage S3	Lipid storage S3 cell count max	SMILES
?	nt	CCOc1ccc(-c2nc(N)ncc2Oc2cccc(OC)c2)c(O)c1
?	nt	Cc1cc([N+](=O)[O-])nn1CCCC(=O)N1CCN(c2ccccc2)CC1
?	nt	CC(C)OC(=O)C(C)(C)Oc1ccc(C(=O)c2ccc(Cl)cc2)cc1
?	nt	Cc1ccc(NC(=O)c2ccc3nsnc3c2)c(C)c1
-11%	-4	Cc1cc2n(n1)SC(Nc1cc(Cl)ccc1Cl)N2 (stereo unspecified)
?	nt	O=C1C(Cl)=C(NCC2CCCO2)C(=O)N1c1ccccc1 (stereo unspecified)
?	nt	Cc1nn(CC2CC2)c(=O)n1-c1ccccc1
?	nt	O=C(CN1CCCc2ccccc21)N/N=C/c1ccc(O)cc1O
4%	5	C=CCN(CC=C)C(=O)Nc1cc(OC)ccc1OC
?	nt	COc1cc(F)c(S(=O)(=O)N2CCOc3ccccc32)cc1OC

Reformatted: results already given
compound,Lipid storage S3,Lipid storage S3 cell count max
C=CCN(CC=C)C(=O)Nc1cc(OC)ccc1OC,4%,5
COc1cc(F)c(S(=O)(=O)N2CCOc3ccccc32)cc1OC,?,nt

(list continues)
Lipid storage S3	Lipid storage S3 cell count max	SMILES
-10%	-21	CC(C)N(C(=O)CSc1nnc(NC(=O)c2cccs2)s1)C(C)C
13%	0	O=C1CCCCCC1C1(O)C(=O)Nc2ccc(Br)cc21 (stereo unspecified)
-8%	-19	Cc1nc2c(=O)n(-c3cccc(C(F)(F)F)c3)nc(C)c2s1
i	8	COc1ccc(OCc2nnc3n2N=C(c2ccccc2)C(CC(=O)O)S3)cc1 (stereo unspecified)
?	nt	CCCn1c(C)cc(C(=O)COC(=O)c2c(C)nn(-c3ccccc3)c2C)c1C
?	nt	CC(C)C(NC(=O)c1ccc(F)cc1)C(=O)NCC1CCCO1 (stereo unspecified)
15%	5	c1coc(CNc2ncnc3nc[nH]c23)c1
?	nt	O=C(CSc1nccc(=O)[nH]1)N1c2ccccc2CCc2ccccc21
?	nt	C/C(Cl)=C/Cn1c(N2CCCC2)nc2c1c(=O)[nH]c(=O)n2C
5%	2	CCOC(=O)CSc1nc(N(C)C)nc(N(C)C#N)n1
?	nt	CCOc1c(Nc2ccccc2O)c(=O)c1=O
?	nt	O=C(c1ccncc1)N1CCN(C(=O)c2cccs2)CC1
?	nt	Cc1ccc(/C(N)=N/OC(=O)C23CC4CC(CC(C4)C2)C3)cc1
?	nt	COc1cccc(-c2coc3c(C)c4oc(=O)c(CC(=O)O)c(C)c4cc23)c1
-3%	-17	O=C(CC12CC3CC(CC(C3)C1)C2)Nc1c(F)cccc1F
-2%	-14	C=C1CCN(C(C)C(=O)O)S(=O)(=O)c2ccccc21 (stereo unspecified)
30%	nt	CC(=O)Nc1ccc(NC(=O)C2CCCN2S(=O)(=O)c2cccc(C(F)(F)F)c2)cc1 (stereo unspecified)
11%	-7	COc1ccc(OC)c(NC(=O)c2ccc(NC3=NC4CS(=O)(=O)CC4S3)cc2)c1 (stereo unspecified)
?	nt	CC(C)Oc1cccc(C(=O)NC(=S)Nc2ccc(N3CCN(C)CC3)cc2)c1
4%	3	O=C(NCc1ccc2c(c1)OCO2)c1ccc(CS(=O)Cc2ccc(Cl)cc2)o1 (stereo unspecified)
?	nt	COC(=O)c1ccc(C2C(C(C)=O)=C(C)Nc3ncnn32)cc1 (stereo unspecified)
?	nt	COc1ccc(CN(C)CC(=O)Nc2ccccc2C(F)(F)F)c(OC)c1
?	nt	Cc1cccc(C)c1NC(=O)CNC(=O)c1ccc(COc2ccccc2)cc1
i	21	O=C(Nc1ccc(N2CCOCC2)cc1)C1(S(=O)(=O)c2ccccc2)CC1
?	nt	CCCSCCCNC(=O)Cn1cc2c(n1)CCC(C)C2 (stereo unspecified)
-5%	-13	CC(=O)Nc1ccc(S(=O)(=O)N2CCCN(c3nc(C)cc(C)c3C#N)CC2)cc1
-1%	15	Cc1onc(-c2ccccc2)c1-c1ccnn1C(=O)NC(C)C
9%	3	O=C1CN(C(=O)c2ccc(Br)o2)C(c2ccc(F)cc2)c2cc(F)ccc2N1 (stereo unspecified)
1%	1	CCc1cccc(NC(=O)c2cc(OC)c(OC)c(OC)c2)c1
-2%	3	CC(C)CCNC(=O)CCCC1=NS(=O)(=O)c2ccccc2N1

Part of the list above, with two lines to a compound:
Each structure is followed by: Lipid storage S3 | Lipid storage S3 cell count max
Cc1cccc(C)c1NC(=O)CNC(=O)c1ccc(COc2ccccc2)cc1
→ ? | nt
O=C(Nc1ccc(N2CCOCC2)cc1)C1(S(=O)(=O)c2ccccc2)CC1
→ i | 21

2 entries from above, reformatted.
compound | Lipid storage S3 | Lipid storage S3 cell count max
Cc1cc2n(n1)SC(Nc1cc(Cl)ccc1Cl)N2 (stereo unspecified) | -11% | -4
Cc1ccc(NC(=O)c2ccc3nsnc3c2)c(C)c1 | ? | nt

(listing goes on)
Lipid storage S3	Lipid storage S3 cell count max	SMILES
?	nt	O=C(Nc1ccc(Oc2ccc(Cl)cc2)cc1)c1ncn[nH]1
?	nt	Cc1cc(OCCn2nc(C(=O)O)c3ccccc3c2=O)ccc1C(C)C
-5%	12	CCN(CC(=O)Nc1c(F)cccc1F)C(=O)C1CC(=O)N(c2ccccc2OC)C1 (stereo unspecified)
-13%	-10	O=C(CCCNC(=O)/C(=C/c1ccc(F)cc1)NC(=O)c1ccccc1)OCc1ccccc1
?	nt	O=C(OCCOc1ccc(F)cc1)c1ccc(S(=O)(=O)N2CCCC2)cc1
1%	2	Cc1noc(C(=O)Nc2sc3c(c2C#N)CCC3)c1Cl
0%	16	O=C(Nc1cc(S(=O)(=O)N2CCOCC2)ccc1-n1cncn1)c1ccc(Cl)cc1
?	nt	COc1cccc(NC(=S)NCc2ccco2)c1
?	nt	COC(=O)c1cc(S(=O)(=O)NCC2CCN(CCc3ccc(OC)cc3)CC2)cn1C
?	nt	Cc1ccccc1OCc1nc(-c2ccc(Br)o2)no1

Structural class, those above containing a cyano group (three)
Lipid storage S3	Lipid storage S3 cell count max	SMILES
5%	2	CCOC(=O)CSc1nc(N(C)C)nc(N(C)C#N)n1
-5%	-13	CC(=O)Nc1ccc(S(=O)(=O)N2CCCN(c3nc(C)cc(C)c3C#N)CC2)cc1
1%	2	Cc1noc(C(=O)Nc2sc3c(c2C#N)CCC3)c1Cl

The results go on.
Lipid storage S3	Lipid storage S3 cell count max	SMILES
i	nt	CSc1c(CC(=O)Nc2ccc(F)cc2)n(Cc2ccccc2)c2ccccc12
?	nt	Cc1ccc[n+](CC(=O)c2ccc(NC(=O)c3ccccc3)cc2)c1
8%	7	O=C(CNC(=O)c1ccc(Cl)cc1)N/N=C/c1cccnc1
i	18	CCOc1ccc(CNC(=O)CCS(=O)(=O)c2ccc3c(c2)NC(=O)CO3)cc1OC
?	nt	CN1CCN(C(=O)CCCN2C(=O)/C(=C/c3ccc(Cl)cc3)SC2=S)CC1
7%	1	Nc1ccc2c(c1)N1CCN=C1S2
?	nt	C=CCn1c(NC(=O)c2ccc(C)cc2)nc2ccccc21
0%	-2	CN(C)CC(=O)Nc1ccc2cn[nH]c2c1
6%	nt	CC(=O)OCc1cc(-c2nn(C)c(=O)c3ccccc23)ccc1C
i[0.0737 µM]	-7	O=Cc1ccc(C(=O)OCC(=O)NCCC2=CCCCC2)cc1
?	nt	O=C(CN1CCOCC1)N/N=C/c1ccc(-c2ccc(C(=O)O)cc2)o1
?	nt	CC(=O)NC(CC(=O)OCC(=O)N1CCN(S(=O)(=O)c2ccc(C)cc2C)CC1)c1ccccc1 (stereo unspecified)
?	nt	CCCc1cc(=O)oc2c3c(cc(OCC(=O)NCc4ccccn4)c12)OC(C)(C)CC3
5%	-5	O=C(c1ccc2c(c1)OCCO2)N1CCCC(CNS(=O)(=O)c2cccs2)C1 (stereo unspecified)
7%	-16	COCCn1c(SCC(=O)Nc2ccc(S(=O)(=O)N3CCOCC3)cc2)nc2ccccc21
-16%	3	O=S(=O)(c1cccs1)N1CCN(c2ccc(O)cc2)CC1
i	3	Cc1cccc(CN2CCC(n3nccc3NC(=O)c3ccccc3C)CC2)n1
?	nt	CN(C(=O)COC(=O)c1ccc(=O)n(Cc2ccccc2)n1)C1CCS(=O)(=O)C1 (stereo unspecified)
?	nt	O=C(CSc1cccc[n+]1[O-])C12CC3CC(CC(C3)C1)C2
?	nt	Cc1oc2c(cc(NS(=O)(=O)c3ccc(C(C)C)cc3)c3ccccc32)c1C(=O)O
i	nt	Cc1ccc(S(=O)(=O)N2CCN(C(=O)c3nn(C(C)C)c(=O)c4ccccc34)CC2)cc1C
-3%	14	C/C=C/C(=O)N1CC2(CC(c3cccc(NC(=O)CC(c4ccccc4)c4ccccc4)c3)=NO2)C[C@H]1C(N)=O (stereo partly specified)
?	nt	CNC(=O)C(=O)NCC1OCCN1S(=O)(=O)c1ccc2c(c1)OCCO2 (stereo unspecified)
?	nt	O=C(O)C1CC1(c1ccccc1)c1ccccc1 (stereo unspecified)
?	nt	CC(=O)c1ccc(NC(=O)COC(=O)c2ccccc2Nc2ccccc2)cc1
-6%	28	O=C(OC1CCN(c2ncc(C(F)(F)F)cc2Cl)CC1)c1ccccc1
?	nt	CCOC(=O)N1CCN(Cc2nc3cc(NC(=O)c4ccco4)ccc3n2CC)CC1
?	nt	Cc1c(C(=O)/C=C/c2cccs2)oc2ccc(F)cc12
?	nt	Cc1ccc(-c2noc(CSc3nnc(Cc4ccccc4)n3-c3ccc(Cl)cc3)n2)cc1
8%	1	N#C/C(=C\c1ccc(-c2ccccc2[N+](=O)[O-])o1)C(N)=O
?	nt	CCOC(=O)c1ccc(NC(=O)CC2C(=O)N(c3cccc(OC)c3)C(=O)N2CCOC)cc1 (stereo unspecified)
6%	15	Cn1c2ccc(F)cc2c2ncn(CC3CCCO3)c(=O)c21 (stereo unspecified)
?	nt	COc1ccc(C)cc1NC(=O)C(NC(=O)c1cc(OC)c(OC)c(OC)c1)C(C)C (stereo unspecified)
?	nt	COc1cc2ncnc(NCc3ccc(C)cc3)c2cc1OC
-11%	10	C#CCOCCOCCOCCNc1nc(N2CCN(C(=O)[C@H](Cc3ccc(O)cc3)n3cc([C@@H](N)C(C)CC)nn3)CC2)nc(N2CCN(C(=O)[C@H](CCCCN)n3cc([C@@H](N)CO)nn3)CC2)n1 (stereo partly specified)
-8%	-12	CCCn1c(/C=C/c2ccco2)nc2ccccc21
23%	-4	S=C(Nc1ccccn1)NC1CCCCC1
19%	-37	CC(CCN1CCOCC1)c1ccccc1 (stereo unspecified)
-9%[9.22 µM]	9	Cc1nc2ccc(S(=O)(=O)NC(C(=O)N3CCCCCC3)C(C)C)cc2s1 (stereo unspecified)
-3%	9	CC1(C)CN(O)CCN1O
-6%	5	CCCC(=O)NC(=S)Nc1ccccc1C(=O)OC
?	nt	COc1ccccc1NS(=O)(=O)c1ccc(NC(=O)Cc2cccs2)cc1
i	24	CCc1ccc(-c2cc(C(F)(F)F)n3nc(C(=O)Nc4c(C)nn(Cc5ccccc5C)c4C)cc3n2)s1
?	nt	Cc1cc(C)nc(SCc2ccc(C(=O)N/N=C/c3ccccn3)cc2)n1
?	nt	COc1ccc(OC)c(NC(=O)C2CCCN(S(=O)(=O)c3cccc4cccnc34)C2)c1 (stereo unspecified)
-7%	-8	O=C(Nc1n[nH]c(=S)s1)c1ccc2ccccc2c1
?	nt	N#C/C(=C\c1cn(-c2ccccc2)nc1-c1cccnc1)c1nnc2n1CCCCC2
?	nt	O=C(Nc1ccncc1)c1ccc(Cl)c(S(=O)(=O)N2CCCCC2)c1
?	nt	N#C/C(C(=O)NCc1ccco1)=C1/SC(Cc2ccc(Cl)cc2)C(=O)N1c1ccccc1 (stereo unspecified)
20%	6	CS(=O)(=O)c1ccc(C(=O)NC2CCCCC2)cc1

The results go on:
Lipid storage S3	Lipid storage S3 cell count max	SMILES
i	nt	COc1ccc2ccccc2c1CNCCN1CCOCC1
?	nt	COc1ccccc1NC(=O)C(C)OC(=O)CCCc1c[nH]c2ccccc12 (stereo unspecified)
?	nt	O=C(NC(Cc1ccccc1)C(=O)O)/C(=C\c1ccc(Cl)cc1)NC(=O)c1ccccc1 (stereo unspecified)
?	nt	CCNc1oc(-c2ccc(OC)cc2)nc1S(=O)(=O)c1ccc(Br)cc1
16%	-2	Fc1ccc(CNc2ccc(CNc3ncn[nH]3)cc2)cc1
16%	17	Cn1ccs/c1=N\C(=O)Nc1cccc(C(F)(F)F)c1
0%	20	CCN1CCN(C(=O)C2COc3ccccc3O2)CC1 (stereo unspecified)
?	nt	CCOC(=O)c1ccccc1NC(=O)N1CCn2c(C)ccc2C1CC (stereo unspecified)
?	nt	Cc1noc(C)c1COc1ccccc1C(=O)NNC(=O)C(C)Oc1ccccc1F (stereo unspecified)
9%	21	Cc1nnc(CN(C)C(=O)c2cc(COc3ccc(C)c(C)c3)on2)o1
12%	6	CC(=O)c1c(C)[nH]c(C(=O)NC(C)c2ccccc2)c1C (stereo unspecified)
?	nt	CN(C(=O)c1ccc(NC(=O)Cc2ccc(NC(=O)C3CCN(C(=O)C4CCC4)CC3)cc2)cc1)C1CC1
-14%	13	Cc1nnc(SCC(=O)N2CCN(C(=O)c3ccco3)CC2)n1-c1ccccc1
?	nt	O=C(Cc1ccc(F)cc1)Nc1cccc2cccnc12
22%	23	CC(C)Cc1cc(C(=O)Nc2cc(Cl)ccc2Cl)no1
-3%	-23	COc1ccc(NC(=O)COC(=O)C2CC2)c(OC)c1
